# Bioassay records (PubChem BioAssay)
# FBPA coupling cs = qHTS Assay for Inhibitors of Fructose-1,6-bisphosphate Aldolase from Giardia Lamblia: Coupling assay counterscreen; coupling enzyme system counterscreen, AmpLite Red fluorescence; activity change, negative = inhibition, % at 58.2 µM, hits read low; 290,000 tested, 0.67% active; AID 2472, 2010; in the data active = activity change below about -30%; note: % is set by controls: 0 for no effect and ±100 for the full control effect
#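 Final compound at 57.5 uM, incubated 10 min at RT with coupling enzyme reagent (glyceraldehyde-3-phosphate), then 20 min with substrate and AmpLite Red detection. Fluorescence read at 525/598 nm; tests interference with the coupling assay, not aldolase inhibition.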
# RORgamma inh = qHTS for inhibitors of ROR gamma transcriptional activity; Nuclear receptor ROR-gamma (Mus musculus), P51450; Drosophila S2 Gal4-RORgamma UAS-luciferase reporter, 20 h; Potency, µM (top dose mostly 53.6 µM), without a hit: at the highest dose activity change, negative = inhibition, actives largely listed as inhibitors; 310,000 tested, 5.4% active; AID 2551, 2010; note: potency is the fitted concentration of half-maximal effect; % is set by controls: 0 for no effect and ±100 for the full control effect; nearly all actives have a fitted effect of over 60% in size
#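 Drosophila Schneider cells stably carrying a metallothionein-driven Gal4 DBD–ROR gamma fusion and a UAS-Photinus luciferase reporter were exposed to compound for 1 hr, then induced with copper sulfate (700 uM final) for 20 hr at ambient temperature before luminescence reading.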
# Giardia killer = Small Molecules that selectively kill Giardia lamblia: qHTS. activity change, % at 7.66 µM, hits read low. Giardia lamblia trophozoite viability. 340,000 tested, 0.15% active; in the data active = activity change below about -80%; inconclusive = between about -30% and that limit;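 note: parasites exposed to compound for two days anaerobically before the ATP read; % is set by controls: 0 for no effect and ±100 for the full control effect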
#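 Compounds were tested on trophozoites seeded at 100 cells/well and held 48 hrs at 37 deg C anaerobically. An ATP-based luminescent kit measured the remaining live cells.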
# uPA surface inh = qHTS for Inhibitors of Cell Surface uPA Generation. cell surface uPA generation assay, qHTS. Potency, µM (highest dose often 38.3 µM), for inactives: at the top dose activity change, negative = inhibition, usual class: inhibitors. 330,000 tested, 0.31% active; active = well fitted inhibition curve with a large enough effect; inconclusive = small, poorly fitted or top-dose-only effect; inactive = no such curve, though single readings can be large or run the other way; tested in mouse RAW 264.7 cells; note: potency is the fitted concentration of half-maximal effect; % is set by controls: 0 for no effect and ±100 for the full control effect; nearly all actives have a fitted effect of over 55% in size
# Tb PFK block = qHTS Assay to Find Inhibitors of T. brucei phosphofructokinase; ATP-dependent 6-phosphofructokinase (Trypanosoma brucei brucei), O15648; T. brucei PFK, ADP-Glo luminescence; Potency, µM (titrated, usually from 57.5 µM), without a hit: at the top dose activity, negative = inhibition, usual class: inhibitors; 330,000 tested, 0.17% active;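 note: potency is the fitted concentration of half-maximal effect; 0% = uninhibited 1x PFK enzyme wells and -100% = no-enzyme wells; nearly all actives have a fitted effect of over 60% in size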
# Target sequence (O15648 whole entry, looked up): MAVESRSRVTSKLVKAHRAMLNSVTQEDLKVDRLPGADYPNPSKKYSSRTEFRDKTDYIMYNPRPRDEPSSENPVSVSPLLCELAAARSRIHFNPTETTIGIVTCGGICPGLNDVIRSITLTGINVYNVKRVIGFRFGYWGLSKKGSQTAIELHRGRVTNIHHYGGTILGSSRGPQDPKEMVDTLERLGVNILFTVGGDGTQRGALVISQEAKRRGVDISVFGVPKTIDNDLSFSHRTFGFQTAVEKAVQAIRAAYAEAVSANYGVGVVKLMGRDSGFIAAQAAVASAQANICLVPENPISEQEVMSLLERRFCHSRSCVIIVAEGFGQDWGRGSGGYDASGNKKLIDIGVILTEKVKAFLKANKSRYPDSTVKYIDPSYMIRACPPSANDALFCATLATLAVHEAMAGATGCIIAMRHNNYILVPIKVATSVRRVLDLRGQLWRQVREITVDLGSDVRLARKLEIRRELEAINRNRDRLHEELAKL
#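 In TEA buffer at pH 8.0 with 5 mM MgCl2, enzyme (1.25 nM) converted F6P (0.5 mM) and ATP (0.1 mM) for 45 min at room temperature. ADP product was read by luciferase luminescence.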
# Rab9 promoter act = qHTS Assay for Rab9 Promoter Activators | Huh7 Rab9 promoter-luciferase reporter, luminescence, 24 h | Potency, µM (highest dose often 9.22 µM), for the others: at the highest dose activation, negative = inhibition, hits mostly activators | 320,000 tested, 2.8% active | AID 485297, 2010; note: potency is the fitted concentration of half-maximal effect; % of control where 0% means no effect; nearly all actives have a fitted effect of over 60% in size
#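 Steps: seed 1500 Huh7 Rab9-luc cells per well, rest 2 h at 37 °C; add compound in DMSO; incubate 24 h; add luciferase reagent, 10 min ambient; read luminescence.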
# NPC1 promoter act = qHTS Assay for NPC1 Promoter Activators. Huh7 NPC1 promoter luciferase reporter, 24 h. Potency, µM (doses to about 9.22 µM), for inactives: top-dose activation, usual class: activators. 320,000 tested, 2.4% active. AID 485313, 2010;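 note: potency is the fitted concentration of half-maximal effect; % of control where 0% means no effect; nearly all actives have a fitted effect of over 60% in size; reporter is driven by a mutant NPC1 promoter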
#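 Stably transfected Huh7 (NPC1 promoter→luciferase), 1500 cells/well in Opti-MEM + 10% FBS, 2 h settle, then compound 24 h at 37 °C. Luminescence after 10 min with Amplite reagent.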
# VP16 counter = VP16 counterscreen qHTS for inhibitors of ROR gamma transcriptional activity; Potency, µM (series often up to 53.6 µM), inactives show top-dose activity, negative = inhibition, usual class: inhibitors; AID 2546, 2010; Drosophila S2 Gal4-VP16 UAS-luciferase, luminescence, 20 h; 310,000 tested, 3.5% active;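 note: Gal4-VP16 expression switched on by copper sulfate through the metallothionein promoter; potency is the fitted concentration of half-maximal effect; % is set by controls: 0 for no effect and ±100 for the full control effect; nearly all actives have a fitted effect of over 50% in size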
# ELG1 genotox = qHTS screen for small molecules that induce genotoxicity in human embryonic kidney (HEK293T) cells expressing luciferase-tagged ELG1; HEK293T ELG1-luciferase reporter, luminescence, 16 h; Potency, µM (highest dose often 46 µM), inactives show at the top dose activity change, positive = activation, actives largely listed as activators; 330,000 tested, 1.3% active; note: potency is the fitted concentration of half-maximal effect; % of control where 0% means no effect; nearly all actives have a fitted effect of over 60% in size
#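 Luminescence read-out: rising ELG1-luciferase signal, reflecting elevated ELG1 protein under genetic stress, flags genotoxic compounds. Cells were treated for 16 hr at 37 °C before ONE-Glo detection.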
# KCNH2 3.1 inh = qHTS for Inhibitors of KCHN2 3.1: Mutant qHTS; AID 720553, 2013; Potassium voltage-gated channel subfamily H member 2, brain isoform KCNH2 3.1 (human); U2OS KCNH2 3.1, thallium flux FluxOr; stronger effect = lower value; 340,000 tested, 0.95% active; activity change, % (tested at about 1.8 µM);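 active = maximum activity change below -70%; inconclusive = maximum activity change from -70% to -50%; inactive = maximum activity change above -50%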;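 note: thallium influx rate constant from kinetic fluorescence after stimulation buffer; % is set by controls: 0 for no effect and ±100 for the full control effect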
#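 Normalized rate constant (relative to positive and negative DMSO controls) derived from a 2 min kinetic fluorescence read after stimulation; U2OS cells expressing the 3.1 isoform via virus at 1.77 x 10^8 /mL.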
# FLuc modulator = qHTS profiling assay for firefly luciferase inhibitor/activator using purifed enzyme and Km concentrations of substrates (counterscreen for miR-21 project) | purified FLuc, Km substrates, luminescence inhibition | Luciferin 4-monooxygenase (Photinus pyralis), P08659 | 360,000 tested, 6.9% active | Potency, µM (highest dose often 57.5 µM), inactives show at the highest dose activity change, negative = inhibition, usual class: inhibitors;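 note: potency is the fitted concentration of half-maximal effect; plate controls were vehicle for no effect and reference inhibitor for full effect; nearly all actives have a fitted effect of over 55% in size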
# Target sequence (P08659 whole entry, looked up): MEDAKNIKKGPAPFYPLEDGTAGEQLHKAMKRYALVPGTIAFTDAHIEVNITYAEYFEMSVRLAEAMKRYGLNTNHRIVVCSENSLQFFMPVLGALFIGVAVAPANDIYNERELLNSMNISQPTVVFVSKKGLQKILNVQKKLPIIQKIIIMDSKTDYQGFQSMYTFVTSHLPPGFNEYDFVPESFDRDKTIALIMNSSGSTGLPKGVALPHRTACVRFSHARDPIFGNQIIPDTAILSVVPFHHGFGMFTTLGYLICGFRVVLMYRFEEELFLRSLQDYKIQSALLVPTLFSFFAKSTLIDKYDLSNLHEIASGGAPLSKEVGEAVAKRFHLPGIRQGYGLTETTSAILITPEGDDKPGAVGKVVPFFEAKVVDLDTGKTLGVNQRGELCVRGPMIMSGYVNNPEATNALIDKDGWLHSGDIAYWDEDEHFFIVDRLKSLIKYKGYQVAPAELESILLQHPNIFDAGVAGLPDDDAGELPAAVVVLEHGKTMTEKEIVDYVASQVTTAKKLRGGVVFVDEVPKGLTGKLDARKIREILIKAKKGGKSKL
#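 Purified P. pyralis luciferase, 10 nM final, with Km-level 10 uM D-luciferin and 10 uM ATP in 50 mM Tris acetate pH 7.5, 10 mM Mg acetate, 0.01% Tween-20, 0.05% BSA; 6-point qHTS titration about 60 µM downward; luminescence read.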
# Numbers without * were called inactive; ? = inconclusive; . = not tested or not shown; & = joins results of further samples; ! = repeats disagree; [ ] = remark or other dose. Unless noted, calls come from the whole dose curve; as a rule, active = well fitted curve in the direction sought with a large enough effect; inconclusive = small, poorly fitted or top-dose-only effect, or another doubt; inactive = no such curve, though single readings can be large; an effect the other way counts as inactive or inconclusive.
SMILES,FBPA coupling cs,RORgamma inh,Giardia killer,uPA surface inh,Tb PFK block,Rab9 promoter act,NPC1 promoter act,VP16 counter,ELG1 genotox,KCNH2 3.1 inh,FLuc modulator
C=CCn1c(SCc2cc(=O)n3ccsc3n2)nc2sc(C)c(C)c2c1=O,-3,-3%,6,6%,-6%,-2%,-9%,4%,0%,4,1%
COC(=O)c1cc(C)sc1NC(=O)CCCC(=O)O,6,-17%,-5,1%,10%,-9%,-2%,-2%,0%,0,0%
CC(C)(C)c1ccc(NC(=O)Nc2ccc(F)cc2)cc1,1,59%,2,-1%,-3%,2.5µM*,1.8µM*,-18%,?,7,2.4µM*
Clc1ccc(Cn2c(CN3CCCC3)nc3ccccc32)cc1,-13&2,2µM*!,.,.,-4%,-16%[46.1 µM],-9%[46.1 µM],7.1µM*,1%,.,-5%
C[C@H](CO)N1C[C@H](C)[C@@H](CN(C)C(=O)Nc2ccc3c(c2)OCO3)Oc2ccc(NC(=O)Cc3ccccc3)cc2C1=O,.,.,1,9%,4%,.,.,.,4%,-21,.
CC(Oc1ccc(Cl)cc1)C(=O)N1CCN(C(=O)c2ccco2)CC1 (stereo not given),.,.,3,-7%,-2%,0%,3%,.,0%,-164*,3%
Cn1c(=O)c2c(nc3n2CC(CO)O3)n(C)c1=O (stereo not given),0,-13%,-3,4%,5%,-1%,-2%,7%,0%,6,6%
Cc1cc(C2CC(=O)Nc3ccccc3S2)c(C)s1 (stereo not given),-12,27%,1,?,0%,-4%,-4%,-13%,2%,14,-2%
COc1ccc(N2C(=O)C3C4C=CC(C4)C3C2=O)c([N+](=O)[O-])c1 (stereo not given),0,8%,-9,-5%,-1%,1%,-2%,3%,0%,-4,-6%
O=C(CNC(=O)c1ccco1)NC1CCCCCC1,.,.,-6,-3%,0%,26%,26%,.,8%,1,-15%
Cc1ccc(SCCc2cc[n+](CC(=O)c3ccccc3)cc2)cc1,-11,-32%,-9,1%,5%,?,29%,10%,?,-25,19µM*
CSc1nnc2ccc(-c3ccccn3)nn12,0,-10%,1,-2%,-1%,3%,-7%,-4%,17%,-10,5%
CCN1CCN(Cc2oc(CO)cc(=O)c2O)CC1,-1,0%,7,9%,-1%,-1%,1%,-6%,1%,-45,14%
COc1ccc(N2CCN(C(=O)Cc3ccc(S(=O)(=O)N4CCOCC4)s3)CC2)cc1,-8,36%,0,0%,-6%,-13%,-2%,-9%,-4%,17,1%
COc1ccc(C(C(=O)NC2CCCC2)N(C(=O)c2ccoc2C)c2ccccc2)cc1 (stereo not given),6,3%[10 µM],11,-2%,4%,-3%,-2%,-1%,-5%,1,-1%
Cc1cc(C)n(CCC(=O)N/N=C/c2ccc(O)cc2)n1,-1,5%,1,4%,-8%,0%,9%,0%,1%,0,4%
Cc1ccc(S(=O)(=O)N2CCOCC2)cc1NC(=O)Cn1cc(C(F)(F)F)cc(Cl)c1=O,1,14%,0,7%,-1%,-3%,-1%,-5%,0%,-22,3%
COc1cc2[nH]c(=S)nc(NCc3ccccn3)c2cc1OC,2,-23%,5,1%,-5%,2%,-2%,3%,1%,1,1%
Cc1ccc(OCCNC(=O)c2ccc(COc3ccccc3)o2)cc1,.,.,-17,-22%,2%,1%,-2%,.,8%,-13,-8%
COc1ccccc1C(=O)NCCC(=O)N1CCN(C(C)=O)CC1,.,.,-7,-2%,-7%,-7%,0%,.,3%,15,2%
S=C(c1ccc(Cl)cc1)N1CCN(Cc2ccccc2)CC1,4,2%,-4,-3%,-6%,-7%,-10%,4%[10 µM],-10%,10,1%
CC(C)CC(NC(=O)C1CCC(C)CC1)C(=O)NCc1cccnc1 (stereo not given),4,-3%,-7,-3%,2%,5%,-1%,4%,6%,1,8%
COC(=O)[C@H](CC(C)C)NC(=O)Cn1cnc2c(SC)nc(N)nc21,.,.,0,1%,-1%,.,.,.,3%,-3,.
CN(C(=O)c1cccs1)c1ccc(OCC(=O)N2CCC(C(N)=O)CC2)cc1,4,?,-1,15%,-1%,-1%,-12%,?,-9%,16,-7%
CC(C)CN(C(=O)CSc1ncnc2ccccc12)C1CCS(=O)(=O)C1 (stereo not given),.,.,-11,-7%,-13%,-1%,0%,.,-5%,8,.
CCC(Cc1ccccc1)NC(=O)CCNS(=O)(=O)c1cc(Br)cnc1N (stereo not given),.,19%,14,-1%,9%,-8%,-1%,2%,-7%,-29,0%
CN1CCC(N(C)S(=O)(=O)c2ccc(NC(=O)COc3cccc(Cl)c3)cc2)CC1,.,.,-1,-9%,?,-4%,-2%,.,-1%,2,-1%
CCOC(=O)C1CCN(S(=O)(=O)c2cc(C(=O)N3CCCCC3)ccc2OC)CC1,.,-9%,-9,2%,1%,4%,-2%,0%,-17%,7,2%
CC(=O)N1CCN(Cc2ccc(Br)s2)CC1,1,-3%,-1,.,-1%,-4%,3%,23%,-1%,4,3%
CC(C)Cn1c(N)c(S(=O)(=O)c2cccs2)c2nc3ccccc3nc21,-31*,-14%,?,12%,0%,2%,4%,-17%,3%,13,-2%
CC1(C(=O)Nc2cccc(S(=O)(=O)N3CCOCC3)c2)Cc2ccccc2C(=O)O1 (stereo not given),0,27%,2,4%,-12%,-1%,-15%,2%,-4%,8,-2%
O=C(Nc1cccc([N+](=O)[O-])c1)Nc1ccc2c(c1)CCC2,-4,?,4,-12%,-5%,?,?,-7%,-1%,-4,?
CCn1cnc2c1c(=O)n(CC(=O)OC)c(=O)n2Cc1ccccc1,0,14%,-7,-7%,8%,-1%[1.84 µM],-3%,13%,0%,15,0%
CC(CN(C)Cc1ccccc1)OC(=O)c1cccs1 (stereo not given),0,5%,2,2%,-1%,13%,2%,-4%,3%,-9,0%
CCN1CCN(CCCCOc2ccccc2F)CC1,3,33%,-16,1%,3%,15%,1%,10%,-4%,1,7%
COc1ccccc1Nc1nc(-c2sc(NC(=O)c3ccc([N+](=O)[O-])cc3)nc2C)cs1,0,4µM*,.,.,-3%,-5%,-6%,-30%,6%,.,?
CCCn1c(C)cc(C(=O)CSc2nc3nc(C)cc(C)n3n2)c1C,4,?,-4,4%,0%,0%,-1%,-8%,0%,-3,21µM*
CC(C)Oc1cc(NC(=O)CSCC(=O)Nc2cccc(C(F)(F)F)c2)c(Cl)cc1Cl,-5,?,1,-3%,-7%,3%,-4%,?,-5%,-11,-1%
CCCOc1ccc(C2c3c(oc4cc(C)c(C)cc4c3=O)C(=O)N2CCCN2CCOCC2)cc1 (stereo not given),0,-6%,9,-15%,4%,-11%,-2%,1%,-2%,-5,5%
NC(=NCCc1c[nH]c2ccccc12)NS(=O)(=O)c1ccc2ccccc2c1,-36*,-5%,-3,-1%,-4%,-6%,-4%,-16%,-3%,-7,1%
Cc1cccc(N2CCN(CC(=O)NCc3ccccc3)CC2)c1C,1,-11%,-23,12%,2%,1%,2%,-8%,-5%,-8,3%
COc1ccc([N+](=O)[O-])cc1N(CC1CO1)S(=O)(=O)c1ccc(C)cc1 (stereo not given),-2,?,9,-6%,-1%,2%,-6%,-7%,5%,10,1%
CCNS(=O)(=O)c1ccc(CCC(=O)N2CCc3ccccc3C2)cc1,0,-15%[1.91 µM],1,11%,3%,-2%,-4%,2%,-4%,-7,4%
Cc1cc2cccc(C)c2nc1SCC(=O)NNC(=O)c1ccco1,3,-24%,10,1%,2%,0%,-3%,-13%,-5%,-17,-18%
CCCC(=O)c1c(C)c2ccccc2n1C,3,-17%,9,1%,-7%,-11%,-6%,-10%,2%,3,4%
COc1ccccc1CNC(=O)c1ccc(NS(C)(=O)=O)cc1,3,1%,-6,9%,11%,1%,-2%,5%,0%,-4,3%[2.3 µM]
NC(N)=NC(N)=Nc1cccc(Cl)c1,2&-1,6%&12%,-4,13%,?,-2%[46.1 µM],1%[46.1 µM],-14%&1%,-13%,8,-4%
C=C1CSc2nc(=O)c3c4c(sc3n21)CCC4,0,-1%,-6,4%,1%,0%,2%,-9%,-7%,0,2%

# Rows are unselected; 14% or so of the library scored in one or more.
